Screening results as filed in PubChem.
TGFb SMAD3 inh: blocks TGF-b signaling; 410,000 compounds, 1.2% hits; HepG2 CAGA-GFP TGF-b/SMAD3 reporter, GFP fluorescence, 18 h; TGF-beta stimulated, 500 pg/mL final; Potency, µM (series often up to 46.1 µM), for inactives: at the highest dose activity, negative = inhibition, most hits filed as inhibitors; also: % is scaled to controls: 0 for no effect and ±100 for the full control effect; nearly all actives have a fitted effect of over 65% in size
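First, reporter cells (HEPG2 CAGA-GFP) rested 2 h at 37 degrees C. Next, compounds were pinned in and TGF-beta added to 500 pg/mL final. After 18 h, GFP was imaged per cell and summed per well.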
ATXN2 expr inh: ATXN2 expression inhibition | HEK-293 ATXN2-luciferase reporter, luminescence, 24 h | Potency, µM (highest dose often 57 µM), for inactives: at the top dose activity change, negative = inhibition, usual class: inhibitors | 360,000 compounds, 0.72% hits | AID 1745845; also: % is scaled to controls: 0 for no effect and ±100 for the full control effect; nearly all actives have a fitted effect of over 55% in size
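ATXN2-luciferase reporter cells (luciferase flanked by upstream and downstream ATXN2 gene portions) were treated 24 h at 37 °C with compounds at up to 57 uM. SteadyGlo luminescence gave expression; GF-AFC fluorescence gave viability.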
EPAC2 antag: antagonists of human EPAC2 | Potency, µM (titrated, usually from 114 µM), for the others: at the top dose activity, negative = inhibition, most hits filed as inhibitors | Q8WZA2 | EPAC2 GEF exchange of Rap1B-BODIPY-GDP, fluorescence | 360,000 compounds, 0.18% hits | AID 720708; also: % is scaled to controls: 0 for no effect and ±100 for the full control effect; nearly all actives have a fitted effect of over 45% in size; many of its hits are not listed in these tables
Target sequence (Q8WZA2 whole entry, looked up): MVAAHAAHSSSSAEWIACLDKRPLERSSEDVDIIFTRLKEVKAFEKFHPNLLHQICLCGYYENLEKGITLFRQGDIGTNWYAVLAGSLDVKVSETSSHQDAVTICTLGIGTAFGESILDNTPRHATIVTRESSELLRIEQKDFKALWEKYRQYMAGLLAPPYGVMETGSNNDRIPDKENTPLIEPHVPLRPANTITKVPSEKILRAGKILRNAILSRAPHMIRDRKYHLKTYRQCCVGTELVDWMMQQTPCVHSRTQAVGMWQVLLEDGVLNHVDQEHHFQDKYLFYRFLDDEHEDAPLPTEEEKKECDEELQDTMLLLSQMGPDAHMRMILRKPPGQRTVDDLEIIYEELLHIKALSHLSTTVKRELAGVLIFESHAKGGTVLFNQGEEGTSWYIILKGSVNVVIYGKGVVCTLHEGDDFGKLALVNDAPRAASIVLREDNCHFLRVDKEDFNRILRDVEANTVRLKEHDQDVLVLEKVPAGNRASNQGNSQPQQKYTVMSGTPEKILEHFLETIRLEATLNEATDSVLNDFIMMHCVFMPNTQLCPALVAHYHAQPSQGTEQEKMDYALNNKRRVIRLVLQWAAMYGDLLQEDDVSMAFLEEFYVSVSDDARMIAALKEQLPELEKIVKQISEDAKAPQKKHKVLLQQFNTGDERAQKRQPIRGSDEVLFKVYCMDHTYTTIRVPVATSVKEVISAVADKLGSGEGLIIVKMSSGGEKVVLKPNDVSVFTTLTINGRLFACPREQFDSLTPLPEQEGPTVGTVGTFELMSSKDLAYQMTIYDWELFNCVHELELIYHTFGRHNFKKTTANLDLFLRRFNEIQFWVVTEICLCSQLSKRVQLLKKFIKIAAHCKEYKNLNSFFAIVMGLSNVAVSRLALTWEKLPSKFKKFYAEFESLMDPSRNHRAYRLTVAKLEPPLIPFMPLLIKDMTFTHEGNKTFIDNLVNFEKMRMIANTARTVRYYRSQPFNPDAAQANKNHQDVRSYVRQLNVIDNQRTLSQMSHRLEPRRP
A549 tox: A549 cytotoxicity, counter-screen for Nrf2 inhibitors | Potency, µM (top dose mostly 46 µM), for inactives: top-dose activity change, negative = cytotoxicity, usual class: inhibitors | AID 504648 | A549 ARE-Fluc cells, CellTiter-Fluor viability, 18-24 h | 390,000 compounds, 0.16% hits; also: % is scaled to controls: 0 for no effect and ±100 for the full control effect
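A549 ARE_Fluc cells in 5% FBS OPTI-MEM were exposed to compounds in concentration-response for 18-24 h at 37 deg C. Viability was read by CellTiter-Fluor fluorescence (Ex 405/Em 525) after 30 min, before the luciferase read.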
Nrf2 inh: inhibitors of Nrf2 signaling; A549 ARE-Fluc reporter, luciferase luminescence, 18-24 h; Potency, µM (doses to about 46 µM), inactives show at the highest dose activity change, negative = inhibition, usual class: inhibitors; 360,000 compounds, 2.1% hits; also: % is scaled to controls: 0 for no effect and ±100 for the full control effect; nearly all actives have a fitted effect of over 60% in size
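Concentration-response testing used A549 ARE_Fluc cells at 5000 cells/well. Following an 18-24 h compound incubation, viability was read by fluorescence (Ex 405/Em 525) and luciferase output by luminescence.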
Nrf2 ARE act: activators of Nrf2 (ARE) signaling. 410,000 compounds, 0.31% hits. AREc32 ARE-luciferase reporter (MCF7-derived line), luminescence, 24 h. Potency, µM (doses to about 46.1 µM), without a hit: at the highest dose activation, most hits filed as activators. AID 624171; also: % of control where 0% means no effect; nearly all actives have a fitted effect of over 65% in size
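Steps: seed AREc32_Fluc cells (1000/well, 5% FBS OPTI-MEM); incubate overnight at 37 deg C; add 23 nL compound; incubate 24 hr; add Steady-Glo; hold 30 min RT; read luminescence.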
MCF10A rereplic: inducers of DNA re-replication in MCF 10A breast cells | MCF 10A DNA re-replication, Hoechst nuclear intensity, 48 h | Potency, µM (doses to about 46.1 µM), for inactives: top-dose activity, positive = re-replication, actives largely listed as activators | 350,000 compounds, 2.9% hits; also: % of control where 0% means no effect; nearly all actives have a fitted effect of over 50% in size
HepG2 viability: HepG2 cytotoxicity, counter-screen for TGF-b inhibitors | 410,000 compounds, 0.76% hits | Potency, µM (top dose mostly 46.1 µM), for inactives: at the highest dose activity change, negative = cytotoxicity, usual class: cytotoxic | HepG2 CAGA-GFP viability, ATP luminescence, 18 h | AID 588856; also: some results filed as inactive show a strong effect at the top dose
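CellTiter-Glo luminescence gave cytotoxicity after 18 hours at 37 degrees C. The cells were HepG2 CAGA-GFP in 1% FBS DMEM, stimulated with 500 pg/mL TGF-beta after compound addition. %Activity was normalised to no-cell wells (complete cell-killing) and DMSO (no toxicity), and curves were fitted and classified.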
S2 tox: viability counter-screen for ATXN expression inhibitors; S2 cells (HEK-293 line with an ATXN2-luciferase reporter) viability, CellTiter-Fluor protease fluorescence, 24 h; Potency, µM (doses to about 56.7 µM), most hits filed as cytotoxic; 400,000 compounds, 0.49% hits; AID 651635; also: nearly all actives have a fitted effect of over 40% in size
Numbers without * were called inactive; i = inactive; ? = inconclusive; · = no result given; & = joins results of further samples; [ ] = dose if it differs, or a comment. Calls follow the shape of the dose curve; as a rule, active = well fitted curve in the direction sought with a large enough effect; inconclusive = small, poorly fitted or top-dose-only effect, or another doubt; inactive = no such curve, though single readings can be large; an effect the other way counts as inactive or inconclusive. Potency is read from the fitted curve at half-maximal effect. A portion of the library, so the mix of outcomes need not match the whole.

(1) CCn1c(=O)c(-c2nc3ccccc3[nH]2)c(O)c2ccccc21
(2) COC(=O)c1cc(Cl)ccc1NC(=O)CSc1ncc(S(=O)(=O)c2ccc(Br)cc2)c(=O)[nH]1
(3) CCOC(=O)NC(=O)/C(C#N)=C\Nc1ccc(Cl)cc1Cl
(4) O=C1C(=Cc2ccc(Cl)cc2)Cc2ccccc21
(5) CN(C)S(=O)(=O)N(CC(=O)NCCSCc1ccccc1)c1ccccc1
(6) NS(=O)(=O)c1ccc(CCNC(=O)CCCCCn2c(=S)[nH]c3ccc(Br)cc3c2=O)cc1
(7) C/C=C/CSc1nc2c(c(=O)[nH]c(=O)n2C)n1CCC
(8) CCc1ccc(NC(=O)CSC2=C(C#N)C(c3ccc4c(c3)OCO4)CC(=O)N2)cc1 (configuration not stated)
(9) COC(=O)c1ccc2c(=O)n(Cc3ccc(C(=O)NC(C)C)cc3)c(=S)[nH]c2c1
(10) Cc1cccc(C)c1N(CC(=O)NC1CCCCC1)C(=O)c1csnn1

compound no.	1	2	3	4	5	6	7	8	9	10
TGFb SMAD3 inh	0%	?	4%	·	?	2%	1%	?	0%	0%
MCF10A rereplic	28%	·	21%	·	5%	-3%	0%	1%	?	3%
Nrf2 ARE act	18%	0.7%	1.7%	?	2.3%&0.2%	-0.4%	0.3%	3.6%	1.6%	0.0%
S2 tox	i	i	i	i	?	i	i	i	i	i
EPAC2 antag	6%	·	4%	-1%	-5%	0%	2%	6%	4%	4%
ATXN2 expr inh	-29%	-4%	37%	2%	3%&0%	-13%[11.3 µM]	-2%	-6%	-11%	26%
HepG2 viability	-19%	-23%	-1%	·	-2%&-2%	-5%	3%	-12%	-5%	-30%
A549 tox	-1%	9%	2%	·	0%&-3%	-6%	-7%	?	-3%	1%
Nrf2 inh	-4%	7%	?	·	-1%&-3%	?	·	?	-9%	5%

Part of the list above, showing only Nrf2 ARE act, S2 tox and MCF10A rereplic.
no. | canonical_smiles | Nrf2 ARE act | S2 tox | MCF10A rereplic
2 | COC(=O)c1cc(Cl)ccc1NC(=O)CSc1ncc(S(=O)(=O)c2ccc(Br)cc2)c(=O)[nH]1 | 0.7% | i | ·
3 | CCOC(=O)NC(=O)/C(C#N)=C\Nc1ccc(Cl)cc1Cl | 1.7% | i | 21%

The list goes on.
(11) CCC(=O)N(Cc1ccc(S(N)(=O)=O)cc1)C1CC(=O)N(c2ccccc2)C1=O (configuration not stated)
(12) CCOc1cc(S(=O)(=O)NC2CC2)c(OCC)cc1-n1cnnn1
(13) CCn1c(=O)c(=O)[nH]c2c(=O)oc3ccc(S(=O)(=O)Nc4ccccc4)cc3c21
(14) COCCCn1c(SCC(=O)O)nc2cc(OC)c(OC)cc2c1=N
(15) CC(C)(O)/C=C1/Oc2ccccc2C1N1CCCCC1 (configuration not stated)
(16) CCc1ccccc1NC(=O)c1cccc(NC(=O)/C=C/c2ccco2)c1
(17) CC(=O)Nc1sc2c(c1C#N)CCN(Cc1ccccc1)C2
(18) O=C(O)/C(=C1\OC(=O)c2ccccc21)c1ccccc1
(19) CCCCN1CC(COCc2ccccc2)Oc2cccc(OCCN3C(=O)[C@@H]4[C@H](C3=O)C3C=C[C@H]4C3)c2S1(=O)=O (some centres not stated)
(20) COc1cc(NC(=O)CSc2nc3ccccc3n2-c2ccccc2)c(C)cc1[N+](=O)[O-]

compound no.	11	12	13	14	15	16	17	18	19	20
TGFb SMAD3 inh	23%	-2%	-1%	-14%	0%	3%	-16%	13%	-14%	-30%
MCF10A rereplic	18%	16%	-1%	-25%	18%	13%	-1%	-3%	?	?
Nrf2 ARE act	0.5%	0.1%	-0.5%	-0.1%	-0.6%	17%	0.0%	2.0%	4.5%	-0.2%
S2 tox	i	i	i	i	i	?	i	i	i	i
EPAC2 antag	-1%	-3%	37%[activator]	2%	4%	10%	-9%	12%	-1%	2%
ATXN2 expr inh	·	11%	-2%	-5%	-1%	12%	5%	-2%	-24%	-9%
HepG2 viability	1%	-7%	8%	-8%	1%	-27%	-6%	-5%	-19%	-14%
A549 tox	2%	-2%	-3%	-2%	1%	-13%	15%	6%	-12%	0%
Nrf2 inh	18%	20%	11%	?	6%	-5%	1%	·	?	-4%

Single entries from the results shown:
CCn1c(=O)c(=O)[nH]c2c(=O)oc3ccc(S(=O)(=O)Nc4ccccc4)cc3c21 in EPAC2 antag is listed with 37%[activator]
CC(C)(O)/C=C1/Oc2ccccc2C1N1CCCCC1 (configuration not stated) in MCF10A rereplic is listed with 18%
COC(=O)c1cc(Cl)ccc1NC(=O)CSc1ncc(S(=O)(=O)c2ccc(Br)cc2)c(=O)[nH]1 in ATXN2 expr inh is listed with -4%
O=C1C(=Cc2ccc(Cl)cc2)Cc2ccccc21 in ATXN2 expr inh is listed with 2%

(continued)
(21) COc1ccc(CCC(=O)OCC(=O)N(CC(C)C)c2c(N)n(Cc3ccccc3)c(=O)[nH]c2=O)cc1
(22) CCN(CC)CCCNC(=O)c1oc2c(c1C)-c1nn(Cc3ccc(Cl)cc3)cc1CC2
(23) CCn1c(SC(C)C(=O)NC2CCCc3ccccc32)nnc1-c1cccs1 (configuration not stated)
(24) CCCCN(C)C(=O)c1c[nH]c2ccc(S(=O)(=O)N3CCOCC3)cc2c1=O
(25) COc1ccccc1N1CCN(C(=O)CSc2nc(-c3ccco3)cc(C(F)(F)F)n2)CC1
(26) COc1cc(C2=NOC(C(=O)N3CCCc4ccccc43)C2)cc(OC)c1OC (configuration not stated)
(27) COc1ccc(CCN2CC(C(=O)OCc3ccccc3Cl)CC2=O)cc1OC (configuration not stated)
(28) Cc1c(CCC(=O)NCc2ccc(F)cc2)c(=O)oc2cc(O)ccc12
(29) CC1CCC(C(=O)NNC(=O)c2cc(-c3ccco3)[nH]n2)CC1 (configuration not stated)
(30) COc1ccc(F)cc1C(=O)C1CCCN(C(=O)c2ccccc2N(C)C)C1 (configuration not stated)

compound no.	21	22	23	24	25	26	27	28	29	30
TGFb SMAD3 inh	9%	-25%	8%	7%	?	-6%	0%	4%	-19%	?
MCF10A rereplic	1%	·	?	1%	?	-2%	5%	·	-2%	14%
Nrf2 ARE act	2.3%	15%	21%	0.4%	0.3%	0.5%	-0.5%	3.3%	-0.3%	0.1%
S2 tox	i	·	i	i	i	i	i	i	i	i
EPAC2 antag	-1%	·	-3%	1%	-10%	-2%	-7%	·	-6%	2%
ATXN2 expr inh	4%	·	-21%	0%	1%	11%	-12%	-4%	-14%	·
HepG2 viability	23%	13µM*	-3%	4%	-30%	-5%	9%	-4%	-16%	-52%
A549 tox	-2%	-2%	1%	0%	0%	13%	-1%	2%	-5%	0%
Nrf2 inh	0%	12%	-20%	9%	?	5%	-1%	11%	-1%	10%

(31) N=c1sccn1CC(=O)Nc1cccc2ccccc12
(32) CCc1noc(C)c1C(=O)OCC(=O)Nc1ccc(F)cc1Cl
(33) Cc1ccc(Oc2nc3ccccn3c(=O)c2/C=C(\C#N)C(=O)NC2CCS(=O)(=O)C2)cc1 (configuration not stated)
(34) CCOC(=O)N1CCN(c2ccc(Cl)cc2)CC1
(35) O=C(CCCN1C(=O)c2ccccc2C1=O)NCc1ccc(F)cc1
(36) CCN(CC(=O)Nc1ccc(NC(C)=O)cc1)C(=O)c1ccc2c(c1)OCCO2
(37) Cc1cc(C)c(C#N)c(N2CCCC2)n1
(38) O=S(=O)(Cc1ccccc1)N1CCNCC1
(39) N#CCCn1cc(C(=O)CN2C(=O)NC3(CCCCCC3)C2=O)c2ccccc21
(40) CCOC(=O)C(C)Sc1nnc(NC(=O)c2cccc([N+](=O)[O-])c2C)s1 (configuration not stated)

compound no.	31	32	33	34	35	36	37	38	39	40
TGFb SMAD3 inh	-1%	3%	-1%	-9%	3%	17%	26%	-1%	?	0%
MCF10A rereplic	2%	-2%	8.2µM*	-4%	8%	10%	-3%	4%	14%	28%
Nrf2 ARE act	-0.3%	5.0%	20%	2.2%	0.6%	0.1%	-0.6%	0.0%	3.1%	-0.3%
S2 tox	i	i	i	?	i	i	i	i	i	i
EPAC2 antag	7%	17%	3%	-1%	-10%	5%	7%	-7%	-15%	1%
ATXN2 expr inh	-2%	·	·	7%	2%	·	6%	5%	-14%	0%
HepG2 viability	-41%	8%	-10%	0%	13%	1%	-5%	1%	-1%	-16%
A549 tox	-18%	20%	-12%	7%	1%	1%	-6%	3%	0%	1%
Nrf2 inh	-11%	-10%	2%	-7%	14%	1%	22%	-2%	?	1%

(41) Cc1ccc2ccc3c(c2n1)NS(=O)(=O)c1ccc(C(F)(F)F)cc1-3
(42) CC(C)(C)c1ccc(NC(=O)c2cc(C3CCCN(S(=O)(=O)c4cccc5cccnc45)C3)on2)cc1 (configuration not stated)
(43) CCc1c(O)nc(SCC(N)=O)n(-c2ccccc2F)c1=O
(44) CCCNC(=O)c1ccc2c(c1)ncn2-c1ccc(C)cc1C
(45) CCOC(=O)Cc1nnc(NC(=O)c2ncn[nH]2)s1
(46) CN(C(=O)CCc1nnc(CCCCc2ccccc2)o1)C1CC(C)(C)NC(C)(C)C1
(47) Cc1ccc(N2NC(=O)/C(=C\c3cc4c(cc3[N+](=O)[O-])OCO4)C2=O)cc1C
(48) COc1cccc(NC(=O)c2oc3ccc(S(=O)(=O)N4CCC5(CC4)OCCO5)cc3c2C)c1
(49) CCCC(CCC)c1nnc(NC(=O)c2ccco2)s1
(50) CC(C)c1ccc(C2=NC(c3ccncc3)=Nc3ccc(F)cc3N2)cc1

compound no.	41	42	43	44	45	46	47	48	49	50
TGFb SMAD3 inh	7.1µM*	-22%	11%	0%	0%	-1%	-5%	0%	-12%	5%
MCF10A rereplic	·	·	2%	·	-2%	-1%	18µM*	·	-1%	·
Nrf2 ARE act	·	-1.0%	-0.3%	-0.2%	0.0%	2.0%	-0.7%	-0.4%	0.8%	5.0%
S2 tox	·	i	i	i	i	i	?	·	i	i
EPAC2 antag	·	-6%	-1%	·	1%[57.1 µM]	2%	-1%	·	0%	·
ATXN2 expr inh	·	-21%	4%	-6%	-7%	-24%	?	·	-8%	5%
HepG2 viability	4%	-37%	-2%	-9%	-7%	-9%	-24%	-27%	16%	-4%
A549 tox	7.3µM*	·	25%	4%	-1%	1%	-14%	-14%	8%	7%
Nrf2 inh	8.2µM*	·	-11%	·	13%	?	?	·	-3%	-9%
